tim10-1 inh: tim10-1 yeast growth inhibition; 330,000 tested, 2.2% active; AID 463190; inhibition, % at 20 µM; S. cerevisiae tim10-1 ts strain growth, BacTiter-Glo, 24 h;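 active = inhibition of at least 40%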;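 note: mutant grown at 25 °C; 0% = DMSO wells with yeast and 100% = wells holding no yeast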
XBP1 UPR activ: activators of adaptive arm of unfolded protein response (XBP1); CHO-XBP1 luciferase reporter, IRE1-XBP1 UPR activation, luminescence; percent of tunicamycin response, DMSO as zero; activation, % at 20 µM; 330,000 tested, 0.33% active; AID 463104;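 active = versus positive control, 20 µM dose yields 30% or more activation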;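 note: 100% = tunicamycin at 10 µg/mL and 0% = DMSO only wells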
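Material: CHO cell line with stable XBP1 luciferase reporter; schedule: 16-18 h cell attachment at 37 °C, then 6 h compound exposure; signal: glow luminescence from Steady-Glo reagent; medium: serum-containing F12 medium, 10% FBS; benchmarks: tunicamycin 10 µg/mL and vehicle-only wells; read-out: percent activation relative to tunicamycin reference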
NLRP3 yeast inh: blocks the NALP3 inflammasome reconstituted in yeast; Yeast reconstituted NLRP3/ASC/caspase-1, beta-gal luminescence, 24 h; inhibition, % at 10 µM; 330,000 tested, 0.39% active;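 active = inhibition of 50% or more; inactive = inhibition below 50%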;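 note: plate controls were induced DMSO wells for no effect and uninduced yeast grown without galactose for full effect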
tim23-1 inh: tim23-1 yeast growth inhibition. AID 463212. S. cerevisiae tim23-1 growth, BacTiter-Glo luminescence, 24 h. 330,000 tested, 1.3% active. inhibition, % at 20 µM;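 active = growth inhibition of the mutant yeast at or above 50%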;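 note: temperature-sensitive mutant grown at 25 °C; plate controls were DMSO-treated mutant yeast for no effect and medium wells lacking yeast for full effect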
APJ agonist: activates the human apelin receptor APJ; activation, % at 20 µM; 330,000 tested, 0.11% active; CHO-K1 APJ PathHunter beta-arrestin, luminescence; 0% DMSO wells, 100% apelin;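 active = activation more than six SD over the plate average, tested at 20 µM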;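 note: 0% = DMSO alone and 100% = apelin-13 at 10 nM; some results filed as inactive read as strong as hits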
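Assay system: CHO-K1 cells stably expressing ProLink-tagged human APJ and arrestin–beta-gal acceptor. Compound dosing: 20 µM single point, 1% DMSO. Times: 16-18 h seeding, 90 min dark compound exposure, 60 min detection. Detection: beta-gal luminescence. Evaluation: APJ–arrestin association signal. Controls: negative DMSO alone, positive Apelin-13 at 10 nM.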
TIM10 inh: inhibits growth of TIM10 yeast strain; S. cerevisiae TIM10 strain growth, BacTiter-Glo luminescence, 24 h; inhibition, % at 10 µM; 330,000 tested, 1.4% active;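 active = inhibition of 40% or more at the single tested concentration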;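 note: wild-type TIM10 isogenic control strain grown at permissive 25 °C; 0% = DMSO yeast wells and 100% = minimal medium wells without yeast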
Mdm2-MdmX inh: human Mdm2/MdmX binding inhibition. SaOS-2 split-luciferase Mdm2/MdmX complementation, luminescence. AID 485346. O15151+Q00987. inhibition, % at 8 µM. 330,000 tested, 3% active;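 active = inhibition of at least 50% at 8 µM in the primary screen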
Target sequence (O15151 whole entry, looked up): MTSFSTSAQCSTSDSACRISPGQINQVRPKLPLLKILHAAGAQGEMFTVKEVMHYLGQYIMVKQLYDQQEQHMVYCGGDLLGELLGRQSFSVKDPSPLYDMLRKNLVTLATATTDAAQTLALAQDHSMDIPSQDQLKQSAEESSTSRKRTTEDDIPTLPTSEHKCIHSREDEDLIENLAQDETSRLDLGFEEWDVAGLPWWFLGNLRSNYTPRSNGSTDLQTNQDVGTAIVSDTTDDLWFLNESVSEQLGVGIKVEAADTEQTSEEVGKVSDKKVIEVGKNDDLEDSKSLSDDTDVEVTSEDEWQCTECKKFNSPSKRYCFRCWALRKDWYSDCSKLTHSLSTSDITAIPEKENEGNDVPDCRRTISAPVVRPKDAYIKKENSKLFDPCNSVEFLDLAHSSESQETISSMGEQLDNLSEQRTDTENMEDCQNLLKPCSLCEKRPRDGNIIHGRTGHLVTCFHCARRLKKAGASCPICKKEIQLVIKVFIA
Target sequence (Q00987 whole entry, looked up): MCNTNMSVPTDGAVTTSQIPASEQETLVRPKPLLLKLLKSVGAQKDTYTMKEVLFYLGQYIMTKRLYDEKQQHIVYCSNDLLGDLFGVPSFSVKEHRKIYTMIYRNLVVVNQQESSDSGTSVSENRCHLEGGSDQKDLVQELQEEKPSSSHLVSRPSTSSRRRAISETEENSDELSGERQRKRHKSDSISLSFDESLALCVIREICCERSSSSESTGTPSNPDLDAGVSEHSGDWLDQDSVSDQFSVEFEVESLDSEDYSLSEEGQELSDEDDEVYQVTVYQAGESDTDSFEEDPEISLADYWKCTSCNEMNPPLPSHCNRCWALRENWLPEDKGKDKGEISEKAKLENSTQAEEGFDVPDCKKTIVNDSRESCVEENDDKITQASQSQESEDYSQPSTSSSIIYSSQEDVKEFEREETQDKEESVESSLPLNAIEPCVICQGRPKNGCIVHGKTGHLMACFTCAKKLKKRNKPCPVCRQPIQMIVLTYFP
NR3A LBD binder: modulates the human NR3A ligand-binding domain | NR3A LBD differential scanning fluorimetry, Tm shift; 0% = protein alone, 100% = glycine-bound protein | Tm shift relative to glycine control, % at 25 µM | 340,000 tested, 2.5% active | AID 1259313;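 active = melting temperature shift of at least 10% of the positive control shift, at one fixed dose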
CHOP UPR activ: activators of apoptotic arm of unfolded protein response (CHOP); AID 449763; activation, % at 10 µM; CHO-CHOP luciferase reporter, UPR activation, luminescence; percent of tunicamycin response over DMSO baseline; 330,000 tested, 0.34% active;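 active = at 10 µM dose, activation of 40% or more, normalized to positive control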;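 note: 100% = tunicamycin at 10 µg/mL and 0% = DMSO alone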
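Test system: CHO-CHOP cells, stable luciferase reporter of PERK-eIF2a-CHOP signalling | Quantity: 500 CHO-CHOP cells per well | Buffer or medium: F12 plus 10% serum | Compound dosing: 10 µM single point, 0.5% DMSO | Schedule: 6 h compound treatment, 37 °C | Signal: Luciferase luminescence | Control set: Tunicamycin high control, DMSO low control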
Starred values were filed as active, the others as inactive. Random draw from the library; about 8.2% have a hit in one of these screens.

SMILES	tim10-1 inh	XBP1 UPR activ	NLRP3 yeast inh	tim23-1 inh	APJ agonist	TIM10 inh	Mdm2-MdmX inh	NR3A LBD binder	CHOP UPR activ
COc1cc(/C=N/NC(=O)c2ccc(O)cc2)ccc1OCC(=O)Nc1cccc([N+](=O)[O-])c1	3.9	0.2	32.6	-4.1	-1.1	-15.7	-10.3	0.5	1.6
COCC(=O)Nc1ccccc1-c1ccccc1	9.4	-2.6	-3.8	6.2	-0.8	-3.6	-37.8	0.2	1.0
CCOC(=O)C1=C(C)N(CCCCCC(=O)O)C(=O)NC1c1ccc(Br)cc1 (stereo unspecified)	0.2	-1.4	14.0	18.1	-3.4	-2.2	16.7	-4.0	1.4
O=S1(=O)CCC(NC(=S)NC2CCS(=O)(=O)C2)C1 (stereo unspecified)	-14.9	-1.5	3.3	13.4	2.4	-2.8	-0.5	-5.8	3.5
Cc1noc(C)c1COC(=O)CNC(=O)c1ccc(Cl)cc1	-8.8	-4.2	1.4	-5.1	-1.5	-12.7	18.6	0.1	-0.7
CC1=C(C)NC(=S)SC1	18.2	7.2	-4.4	13.3	-1.2	-4.2	15.6	0.7	-2.0
Cc1ccc(C)c(NC(=O)CCC(=O)NNC(=O)c2cccc([N+](=O)[O-])c2)c1	-5.7	-0.7	6.4	8.0	-5.2	-13.4	20.1	-1.1	-0.6
COC(=O)C(NC(C)=O)(Nc1cc(C)ccn1)C(F)(F)F (stereo unspecified)	-7.4	-0.2	5.4	0.0	3.4	-2.9	-14.9	-0.3	1.8
Cc1ccc(C)c(Cn2nnc3c(=O)[nH]c(C4CCCN(C(=O)C5CCC5)C4)nc32)c1 (stereo unspecified)	26.6	-3.2	17.2	0.0	-4.2	-4.1	-2.5	0.5	0.3
COc1ccc(S(=O)(=O)NC2CCCCCC2)c(OC)c1	26.6	-4.3	17.9	31.0	-2.8	3.5	8.6	-1.6	0.7
CC(=O)Nc1ccc(S(=O)(=O)NCC2CCC(C(=O)NCCCOC(C)C)CC2)cc1 (stereo unspecified)	2.6	-1.9	-9.6	-5.1	-3.7	-4.0	20.3	-1.7	-0.2
COc1nc(-c2ccccc2)ccc1-c1noc(-c2ccccc2)n1	2.8	3.0	4.0	-13.3	0.3	-12.9	-100.6	0.7	0.7
Cc1cc(C(F)F)n2nc(C(=O)NCc3ccccc3F)nc2n1	8.9	-0.5	11.1	13.2	0.4	-2.3	20.2	0.1	-0.7
O=C(N=C1SCC(=O)N1c1ccccc1Cl)c1ccco1	30.4	3.8	-4.9	12.7	-3.3	24.3	-64.2	1.3	1.7
O=C(O)CN1C(=O)C(=O)N(Cc2ccc(Cl)c(Cl)c2)C1=O	-5.1	0.6	7.3	10.5	-1.8	12.8	-15.7	0.9	-1.2
O=C(OCC(=O)N1CCCCC1)c1ccc2c(c1)C(=O)N(Cc1ccco1)C2=O	8.3	0.1	1.4	4.6	-5.8	0.1	12.0	-1.2	1.2
Fc1ccc(CN2CCN(C(c3ccccc3)c3ccccc3)CC2)cc1	34.5	-4.7	-38.0	37.7	-2.6	26.0	-12.0	4.7	-0.2
Cc1ccc(S(=O)(=O)N2CCOCC2)cc1C(=O)N1CCN(S(=O)(=O)c2cccs2)CC1	-6.4	-0.7	-8.2	4.1	0.4	-9.2	-5.8	-0.9	1.1
COc1ccc(/C=N/Nc2nc(C)cc(=O)[nH]2)cc1OC	-17.9	-6.9	14.7	-6.7	-0.4	2.3	13.9	-0.2	-0.7
COc1ccccc1C(=O)Nn1cnc2ccccc2c1=O	-8.2	-1.0	-6.1	-6.7	3.7	-3.7	-9.9	-1.5	0.8
O=C(CN1C(=O)NC2(CCc3ccccc32)C1=O)NCC(=O)Nc1ccc(F)cc1 (stereo unspecified)	4.8	-2.0	-3.1	12.9	-1.2	-3.6	-18.9	1.5	-0.6
COCCN(C(=S)Nc1cccc(C)c1C)C(C)c1ccco1 (stereo unspecified)	20.1	-3.1	1.9	41.3	-2.4	19.3	-15.6	-2.4	-0.6
O=C(c1ccccc1)N1CCN(C(=S)NCc2ccco2)CC1	21.1	-3.0	6.5	-10.4	-0.5	1.4	2.7	0.8	-1.2
Cc1[nH]c(=S)[nH]c(=O)c1CCCO	8.6	-0.5	4.2	3.8	-3.1	-8.7	-14.2	-1.4	-1.7
COc1cc(NC(=O)C2CCN(c3cnccn3)CC2)cc(OC)c1OC	-5.0	-1.9	3.8	2.1	-2.2	10.7	12.0	2.8	-1.2

Three entries out of the list above, sorted by the value under NLRP3 yeast inh, falling:
SMILES,XBP1 UPR activ,NLRP3 yeast inh,TIM10 inh,Mdm2-MdmX inh,NR3A LBD binder
Cc1ccc(C)c(NC(=O)CCC(=O)NNC(=O)c2cccc([N+](=O)[O-])c2)c1,-0.7,6.4,-13.4,20.1,-1.1
COc1cc(NC(=O)C2CCN(c3cnccn3)CC2)cc(OC)c1OC,-1.9,3.8,10.7,12.0,2.8
Fc1ccc(CN2CCN(C(c3ccccc3)c3ccccc3)CC2)cc1,-4.7,-38.0,26.0,-12.0,4.7

Not a retest: an excerpt of the list.
SMILES	tim10-1 inh	XBP1 UPR activ	NLRP3 yeast inh	tim23-1 inh	APJ agonist	TIM10 inh	Mdm2-MdmX inh	NR3A LBD binder	CHOP UPR activ
COCCN(C(=S)Nc1cccc(C)c1C)C(C)c1ccco1 (stereo unspecified)	20.1	-3.1	1.9	41.3	-2.4	19.3	-15.6	-2.4	-0.6
O=C(c1ccccc1)N1CCN(C(=S)NCc2ccco2)CC1	21.1	-3.0	6.5	-10.4	-0.5	1.4	2.7	0.8	-1.2
Cc1[nH]c(=S)[nH]c(=O)c1CCCO	8.6	-0.5	4.2	3.8	-3.1	-8.7	-14.2	-1.4	-1.7
COc1cc(NC(=O)C2CCN(c3cnccn3)CC2)cc(OC)c1OC	-5.0	-1.9	3.8	2.1	-2.2	10.7	12.0	2.8	-1.2

Fetched one by one from the entries so far (two):
SMILES	tim10-1 inh	XBP1 UPR activ	NLRP3 yeast inh	tim23-1 inh	APJ agonist	TIM10 inh	Mdm2-MdmX inh	NR3A LBD binder	CHOP UPR activ
O=C(CN1C(=O)NC2(CCc3ccccc32)C1=O)NCC(=O)Nc1ccc(F)cc1 (stereo unspecified)	4.8	-2.0	-3.1	12.9	-1.2	-3.6	-18.9	1.5	-0.6
COC(=O)C(NC(C)=O)(Nc1cc(C)ccn1)C(F)(F)F (stereo unspecified)	-7.4	-0.2	5.4	0.0	3.4	-2.9	-14.9	-0.3	1.8

The list goes on.
SMILES	tim10-1 inh	XBP1 UPR activ	NLRP3 yeast inh	tim23-1 inh	APJ agonist	TIM10 inh	Mdm2-MdmX inh	NR3A LBD binder	CHOP UPR activ
COc1ccc(CCN2CCCC(CN(C)Cc3cc(OC)ccc3OC)C2)cc1 (stereo unspecified)	-16.6	-1.9	19.7	-15.9	-2.4	-11.8	20.9	-0.7	-1.3
COc1ccc(NC(=S)NC2CC3CCC(C2)N3Cc2ccco2)cc1 (stereo unspecified)	-14.6	-1.5	1.5	0.4	-1.4	-8.3	-32.9	-0.9	2.1
COCc1ccc(C(=O)NCC2(N3CCCCC3)CCCCC2)cc1	-7.1	-5.7	-0.2	-0.3	-3.9	6.9	3.9	-0.8	-0.8
COc1ccc(CCN2C(=O)N[C@@H](C(C)C)C2=O)cc1	17.1	-1.4	13.6	10.4	-0.8	-9.7	-4.4	0.9	-0.3
CC(Oc1ccc2c3c(c(=O)oc2c1)CCC3)C(=O)NCc1cccnc1 (stereo unspecified)	-4.8	-3.3	7.4	-5.7	-4.3	4.5	4.3	-1.1	-0.7
Fc1cccc(-c2n[nH]c(=S)n2-c2ccccc2)c1	-8.2	-1.8	21.4	8.1	2.0	-15.4	2.1	0.1	2.3
CC(C)(C)NC(=O)COC(=O)c1ccc(F)cc1Cl	-4.4	-0.8	11.9	-3.8	-2.2	-2.5	-3.3	-2.7	2.1
CCC(C)(C(=O)NC1CCCCC1)N(C(=O)CNC(C)=O)c1c(C)n(C)n(-c2ccccc2)c1=O (stereo unspecified)	3.3	0.2	-12.4	10.7	-17.2	1.0	7.5	-2.9	3.6
Cc1cccc(NC(=O)NN2CCN(C)CC2)c1C	6.1	-5.5	16.9	7.0	-5.3	8.8	6.0	2.4	1.2
Cn1nnc(NC(=O)c2ccc(C(C)(C)C)cc2)n1	-13.9	-0.6	22.1	6.5	3.1	-17.9	-49.3	0.1	1.1
COc1ccc(NC(=O)c2nc3nc(C)cc(C(F)F)n3n2)cc1OC	-8.7	0.2	-0.8	-5.1	0.9	0.9	11.0	0.6	-1.4
COc1ccc(NC(=O)CNCc2ccc(Cl)cc2)cc1S(=O)(=O)N1CCOCC1	-16.4	-1.1	9.9	-11.2	-2.6	-0.3	2.8	0.2	-0.3
CCSc1ccccc1C(=O)Nc1ccc(S(=O)(=O)NC(C)=O)cc1	-5.2	-2.7	20.7	6.6	-3.1	4.9	-19.2	1.5	-0.4
CC(CC(=O)Nc1ccccc1)NCCCN1CCCC1=O (stereo unspecified)	0.3	-6.4	5.9	6.9	-0.4	-23.2	1.5	-1.8	1.4
CCc1nc2sc(C(C)=O)c(N)c2c2c1CCCC2	18.8	3.8	-3.1	23.0	0.8	11.6	19.9	2.0	-0.2
CCC(OC(=O)c1ccco1)C(=O)NC1CCCC1 (stereo unspecified)	0.5	-2.5	6.4	6.2	2.0	-10.6	-0.8	2.7	-1.8
C/C(CCc1ccccc1)=N\NC(=O)COc1ccccc1C	-1.6	-1.9	8.3	10.0	-2.0	7.5	15.8	0.8	2.0
O=C(CN1C(=O)C2C3CC(C(Br)C3Br)C2C1=O)N1CCN(Cc2ccccc2)CC1 (stereo unspecified)	5.0	-1.6	6.4	6.8	6.0	7.0	3.4	-0.4	0.8
Cc1nonc1NC(=O)CSc1ccc(-c2ccccc2)nn1	7.0	2.5	6.3	20.2	0.4	0.5	-0.7	0.1	-0.7
CCCNC(=O)C1(CC2CC(c3ccccc3)=NO2)CCN(C(=O)OC(C)(C)C)CC1 (stereo unspecified)	1.5	0.3	16.1	-2.5	0.2	-7.8	9.8	-1.9	-0.1
O=CNc1ccccc1Oc1ccccc1	10.8	1.1	-10.4	-0.9	-1.8	2.9	28.0	-0.6	-0.2
COc1cc(NC(=S)N2CCCCC2C)c(OC)cc1Cl (stereo unspecified)	1.0	-3.3	8.3	23.3	-1.2	7.0	-13.5	2.0	1.1
O=[N+]([O-])c1ccc(CSc2ccc(S(=O)(=O)N3CCOCC3)cn2)cc1	38.0	-1.9	11.0	26.4	7.2	10.7	8.7	2.4	-1.1

Screening results: PubChem, Sanford-Burnham Center for Chemical Genomics
